sPLA2-III inh = human group III sPLA2 inhibitors, primary screen, biochemical, QFRET, BODIPY PC-A2 liposome substrate; Group 3 secretory phospholipase A2 (Homo sapiens), Q9NZ20; QFRET BODIPY PC-A2 liposome hydrolysis, fluorescence; inhibition, % at 12.2 µM; 370,000 tested, 0.56% active; AID 743126, 2013;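 active = inhibition above mean plus 3 SD of compounds lying within the high and low control bounds, cut at about 19% in these data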;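 note: 0% = median of test compound wells and 100% = no enzyme DMSO wells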
Target sequence (Q9NZ20 whole entry, looked up): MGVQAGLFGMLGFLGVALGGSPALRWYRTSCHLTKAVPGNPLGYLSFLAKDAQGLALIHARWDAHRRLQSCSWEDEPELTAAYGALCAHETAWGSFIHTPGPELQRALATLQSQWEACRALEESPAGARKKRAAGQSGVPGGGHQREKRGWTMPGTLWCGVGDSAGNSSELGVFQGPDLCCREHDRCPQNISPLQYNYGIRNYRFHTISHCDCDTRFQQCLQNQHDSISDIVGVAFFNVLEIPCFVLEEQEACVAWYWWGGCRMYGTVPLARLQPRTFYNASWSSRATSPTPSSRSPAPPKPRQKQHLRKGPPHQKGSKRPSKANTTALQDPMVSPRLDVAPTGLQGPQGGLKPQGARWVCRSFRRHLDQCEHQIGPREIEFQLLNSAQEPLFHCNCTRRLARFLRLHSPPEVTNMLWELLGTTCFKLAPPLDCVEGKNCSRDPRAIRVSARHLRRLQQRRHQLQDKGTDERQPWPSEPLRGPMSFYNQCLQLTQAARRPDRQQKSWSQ
ASAP1 inh = inhibitors of human ASAP1 ArfGAP activity, primary screen, biochemical, fluorescence polarization; Arf-GAP with SH3 domain, ANK repeat and PH domain-containing protein 1 (Homo sapiens), …; ASAP1-stimulated ARF1 GTP hydrolysis, GDP FP detection; inhibition, % at 16.5 µM; 360,000 tested, 0.19% active; in the data active = inhibition above about 25%;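 note: 0% = vehicle with enzyme and substrate and 100% = no enzyme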
Target sequence (Q9ULH1 325-724 limits assumed): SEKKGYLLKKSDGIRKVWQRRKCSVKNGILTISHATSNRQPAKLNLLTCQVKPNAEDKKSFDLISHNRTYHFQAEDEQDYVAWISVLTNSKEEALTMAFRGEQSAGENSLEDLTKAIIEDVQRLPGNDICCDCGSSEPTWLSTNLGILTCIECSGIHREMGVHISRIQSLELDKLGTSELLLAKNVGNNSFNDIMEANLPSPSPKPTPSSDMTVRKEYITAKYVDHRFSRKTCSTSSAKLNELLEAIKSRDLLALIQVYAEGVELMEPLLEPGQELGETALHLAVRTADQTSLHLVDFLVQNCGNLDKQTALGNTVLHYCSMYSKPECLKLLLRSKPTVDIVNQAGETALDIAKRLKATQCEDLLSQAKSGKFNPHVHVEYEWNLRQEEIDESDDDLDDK
UHRF1 binding = UHRF1 methylated DNA binding inhibitors, primary screen, counter-screen for MBD2 inhibitor project, biochemical, TR-FRET, human UHRF1, single concentration; E3 ubiquitin-protein ligase UHRF1 (Homo sapiens), Q96T88; 370,000 tested, 0.75% active; AID 687016, 2013; inhibition, % at 4.4 µM; UHRF1 binding to methylated oligo; in the data active = inhibition above about 21%;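 note: UHRF1 SRA domain binding a hemimethylated CpG hairpin DNA probe; 0% = median of test compound wells and 100% = reference inhibitor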
proKLK7 act = proKLK7 zymogen activators, primary screen, biochemical, fluorescence intensity; purified proKLK7, EDANS-DABCYL substrate fluorescence; 100% is mature enzyme control, 0% vehicle; activation, % at 7 µM; 370,000 tested, 0.9% active;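 active = activation above the mean of all tested compounds plus 3 SD, computed per campaign excluding outliers beyond control limits, cut at about 13% in these data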
PLCg1 inh = PLC-gamma1 enzyme inhibitors, primary screen, biochemical, fluorescence, purified enzyme; 1-phosphatidylinositol 4,5-bisphosphate phosphodiesterase gamma-1 (Homo sapiens), P19174; fluorogenic substrate; inhibition, % at 12.2 µM; 370,000 tested, 0.84% active; in the data active = inhibition above about 9.5%
Rev-erbA mod = modulators of Rev-erb alpha DNA binding, primary screen, biochemical, FITC-DNA, fluorescence polarization, uHTS. Rev-erbα–FITC-DNA binding, 90 min. activity, % at 10 µM. 370,000 tested, 0.79% active;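 active = activity above about 14%, limit read from the data; passing the limit was not always enough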;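 note: 0% = DMSO wells with 35 nM protein and 100% = DMSO wells with 750 nM protein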
PLC-beta3 inh = human PLC-beta3 inhibitors, primary screen, biochemical, fluorescence; 1-phosphatidylinositol 4,5-bisphosphate phosphodiesterase beta-3 (Homo sapiens), Q01970; Purified PLC-beta3, fluorogenic substrate; inhibition, % at 12.2 µM; 370,000 tested, 0.18% active; AID 720704, 2013; in the data active = inhibition above about 11%;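 note: 0% = median of compound wells on plate and 100% = full blocker control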
DDE Tn7 FP inh = inhibitors of Tn7 peptide binding to fibrin DD(E), primary screen, biochemical, fluorescence polarization, human fibrin, Tn7 probe; FP displacement of FITC-Tn7 peptide from fibrin DD(E); 0% = median of compound wells per plate; inhibition, % at 8.3 µM; AID 720508, 2013; 370,000 tested, 0.13% active; Fibrinogen beta chain (Homo sapiens), P02675;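 active = inhibition above the mean of compounds falling within the control limits plus 3 SD of them, cut at about 14% in these data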;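 note: 0% = plate median of compound wells and 100% = 10 µM Aha-Tn7 peptide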
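Assay system: Human fibrin DD(E) protein | Medium: Tris buffer with calcium and detergent, pH 7.8 | Reagent: 0.1 µM fluorescent Tn7 | Compound dosing: Single point at 8.3 µM | Times: 10 min preincubation, 3 h with tracer, room temperature | Detection: Fluorescence polarization of the labelled Tn7 tracer | Controls: Aha-Tn7 high control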
ARFGAP1 inh = inhibitors of rat ARFGAP1 GAP activity, primary screen, biochemical, fluorescence polarization, GDP tracer; 360,000 tested, 0.26% active; AID 651572, 2012; inhibition, % at 16.5 µM; ADP-ribosylation factor GTPase-activating protein 1 (Rattus norvegicus), Q62848; Arfgap1-stimulated ARF1 GTP hydrolysis, GDP FP detection;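 active = inhibition above a per-plate limit, mean inhibition of low control wells plus 3 SD, cut at about 25% in these data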;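 note: 0% = DMSO wells with enzyme and 100% = wells lacking Arfgap1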
Target sequence (Q62848 1-136 limits assumed): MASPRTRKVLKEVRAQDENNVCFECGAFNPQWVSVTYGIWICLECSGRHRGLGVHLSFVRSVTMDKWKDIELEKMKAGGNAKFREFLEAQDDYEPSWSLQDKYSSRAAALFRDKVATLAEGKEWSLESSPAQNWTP
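Assay system: Rat Arfgap1 GAP domain (His6, aa 1-136), purified enzyme | Buffer or medium: HEPES 25 mM pH 7.5, NaCl 150 mM, MgCl2, DTT | Schedule: GTP hydrolysis reaction 2 h at 25 °C | Signal: FP of antibody-bound GDP Alexa 633 tracer, ex 620/em 688 nm | Measure: Percent inhibition of Arfgap1-stimulated GTP hydrolysis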
Tn6 DDE FP = inhibitors of Tn6 peptide binding to fibrin DD(E), primary screen, biochemical, fluorescence polarization, human fibrin, Tn6 probe; Fibrinogen beta chain (Homo sapiens), P02675; Fibrin DD(E) TRITC-Tn6 fluorescence polarization displacement; inhibition, % at 8.3 µM; 370,000 tested, 0.21% active;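 active = inhibition above a per-campaign cutoff: mean of compounds within control limits plus 3 SD, cut at about 15% in these data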;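 note: 0% = median of all compound wells on the plate and 100% = blocking peptide control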
Active calls of the source: *; nt = no result given.

SMILES | sPLA2-III inh | ASAP1 inh | UHRF1 binding | proKLK7 act | PLCg1 inh | Rev-erbA mod | PLC-beta3 inh | DDE Tn7 FP inh | ARFGAP1 inh | Tn6 DDE FP
O=C(Cc1cccs1)Nc1nnc(-c2ccncc2)s1 | -2 | -3 | 1 | -8.4 | -24 | -5 | -35 | 0 | 0 | 1
COc1ccc(-c2c(NC(=O)c3ccco3)oc3ccccc3c2=O)cc1 | 3 | -5 | -1 | 1.1 | -5 | -6 | -14 | -2 | 6 | -6
CC(C)(C)NC(=O)C(=O)NCc1ccncc1 | -2 | -4 | -3 | 0.0 | 0 | -2 | 2 | 4 | -1 | 8
CC(=O)Nc1ccc(NS(=O)(=O)c2ccc(CN3C(=O)c4cccnc4C3=O)cc2)cc1 | 11 | 8 | 1 | -0.6 | -2 | -3 | -9 | 6 | 7 | -5
CCOC(=O)C(=O)Nc1nccs1 | 3 | 8 | 0 | -0.3 | 0 | 1 | 1 | -1 | 5 | -2
Cc1cc(C)nc(SCc2nnc(SCC(=O)Nc3ccc(C)c(C)c3)o2)n1 | -5 | -5 | 2 | -0.3 | 1 | -7 | -2 | 2 | 7 | -2
COc1ccc(CCNC(=O)CSCc2n[nH]c(=O)[nH]2)cc1OC | -1 | 4 | 3 | 0.1 | -3 | -2 | 4 | -3 | 2 | 4
Cn1c(CNC(=O)c2ccc3c(c2)OCO3)nnc1SCC(=O)Nc1ccc(F)cc1F | 2 | 4 | 8 | 0.1 | -2 | 2 | -6 | 5 | 1 | 1
Cn1c(=O)c2c(ncn2CC(=O)N/N=C/C=C/c2ccco2)n(C)c1=O | -7 | -6 | -4 | 0.8 | -8 | 4 | -15 | 3 | -2 | 0
CN(C)S(=O)(=O)c1cc(NC(=O)CN2CCOCC2)ccc1Cl | 13 | 8 | -1 | -0.6 | 3 | 0 | 4 | -1 | -6 | 1
Cc1nnsc1SCCNC(=O)c1ccc(F)cc1 | 1 | 8 | 2 | -0.2 | 4 | 3 | 5 | -3 | -6 | -2
Cc1cc(C)c2sc(N(CCN(C)C)C(=O)c3c(F)cccc3F)nc2c1 | -7 | 1 | -2 | -0.3 | 1 | 2 | -6 | 7 | -11 | 3
Cc1cccc(CS(=O)(=O)Cc2ccc(C(=O)NC(C)c3ccccc3)o2)c1 (stereo unspecified) | -4 | 11 | 0 | 0.1 | 1 | 4 | -8 | 2 | 6 | 2
Cc1ccc(NC(=O)c2ccc3c(c2)OCCO3)cc1S(=O)(=O)Nc1cccc(Cl)c1 | -47 | 2 | -2 | -0.1 | 4 | -2 | 2 | -2 | 0 | 2
CN(C)c1ccc(/C=N/NC(=O)c2nnn(-c3nonc3N)c2COc2ccc(F)cc2)cc1 | 13 | -3 | 1 | -0.1 | -10 | -31 | -18 | 0 | 0 | -4
CC(=O)c1cc(-c2ccccc2)n(CCC(=O)NC2CCCCCCC2)c1C | 5 | -12 | 4 | 0.9 | 1 | 7 | -7 | 3 | -3 | -9
Cc1cc2nc(CN(C)Cc3c(C(=O)N(C)C)nc4ccc(Cl)cn34)[nH]c2cc1C | -2 | -3 | 0 | -0.8 | -5 | -8 | -8 | 6 | -9 | 1
Cc1cccc(N=N/C(=C\O)C(=O)c2cccs2)c1 | 4 | -11 | 3 | 0.8 | -4 | 9 | -4 | -6 | -11 | -1
Cc1ccc(CNC(=O)C2CC(=O)N(c3ccc(OCC(=O)N4CCCC4)cc3)C2)cc1 (stereo unspecified) | 3 | 1 | 2 | -0.4 | 2 | -2 | 5 | 3 | -6 | 3
CCOC(=O)CNC(=S)N(Cc1ccccc1)Cc1ccccc1F | -4 | -14 | 0 | 0.6 | 0 | 0 | 3 | 1 | -3 | 3
Cc1nnc(NC(=O)CCCOc2ccccc2)s1 | -1 | 6 | -2 | 0.3 | -5 | -2 | -1 | -7 | 0 | -9
CCOc1cccc2sc(N(CCCN(C)C)C(=O)c3ccc(S(=O)(=O)N4CCc5ccccc5C4)cc3)nc12 | -20 | 6 | -3 | 1.5 | 4 | 1 | -5 | 0 | 11 | -2
Cc1ccc(S(=O)(=O)c2nc(-c3cccs3)oc2NCCCN(C)C)cc1 | -11 | -17 | -6 | 0.3 | -12 | 2 | -13 | 9 | -18 | -6
CC(=O)N1CC2(CC(c3ccc(Cl)cc3Cl)=NO2)CN1c1cccc(Cl)c1 (stereo unspecified) | -2 | -5 | -1 | 0.7 | 0 | 2 | 1 | 5 | -9 | -7
CNC(=O)NC(=O)C(C)OC(=O)CCCSc1nc2ccccc2s1 (stereo unspecified) | -9 | -3 | 3 | -0.5 | 1 | -4 | 0 | 4 | 7 | 6
Cc1c(C(C)C)c(=O)n(-c2ccc(S(=O)(=O)N3CCOCC3)cc2)n1C | -1 | -2 | 0 | -0.1 | 0 | -1 | 1 | 5 | -3 | 7
CCOC(=O)[C@@]12CN(C(=O)OC(C)(C)C)CC=C1N(Cc1ccc(OC)cc1)C(=O)[C@H]2CC(=O)NCc1cccs1 | -6 | nt | 0 | 0.0 | 2 | 4 | 3 | -3 | nt | 1
C[C@@H]1CN([C@@H](C)CO)C(=O)CCCn2nncc2CO[C@H]1CN(C)Cc1cccc(C(F)(F)F)c1 | 3 | 1 | 3 | 0.0 | 9 | 7 | 9 | 2 | 3 | -4
CC(C)NC(=O)C(c1ccc(F)cc1)N(Cc1ccco1)C(=O)CCC(=O)Nc1ccccn1 (stereo unspecified) | -3 | -8 | 1 | -0.1 | 5 | 0 | -2 | -3 | 2 | -7
O=C(OCC(=O)N1CCCC1)c1cncc(Br)c1 | 5 | -2 | -1 | -0.3 | -4 | 0 | -3 | 3 | 5 | -2
COc1ccc2nc(CNC(=O)C3CCC(=O)N(CCc4ccccc4)C3)[nH]c2c1 (stereo unspecified) | 1 | 4 | -1 | -0.1 | 1 | 2 | -27 | 3 | -10 | -2
Cc1cc(O)c(NC(=O)c2ccc(C)c([N+](=O)[O-])c2)cc1C | 8 | 4 | 5 | -0.7 | 5 | 5 | -2 | 1 | 14 | -1
CCOC(=O)N1CCC(NC(=O)CN2C(=O)C(CC)Oc3ccc(C)cc32)CC1 (stereo unspecified) | -7 | -1 | 0 | -0.2 | 6 | 0 | 5 | 0 | -10 | 7
CCn1cc(S(=O)(=O)c2ccc(C)cc2)c(=O)c2cc(OC)ccc21 | 6 | 1 | 0 | 0.1 | -3 | 6 | -12 | -4 | 3 | -4
COC(=O)C1CCN(C(=O)COC(=O)C2CCN(S(=O)(=O)c3ccc4c(c3)OCCO4)CC2)CC1 | -5 | -10 | -4 | 0.8 | 0 | 0 | -5 | -2 | -9 | 0
CCOC(=O)C1(CC2CCCCO2)CCN(S(=O)(=O)c2ccc(C)s2)CC1 (stereo unspecified) | -1 | 2 | 1 | 0.4 | 1 | -6 | 1 | -7 | 8 | 2
COC(=O)c1cc(C(=O)NC(C)(C)CC(C)(C)C)cc([N+](=O)[O-])c1 | 5 | -2 | 1 | -0.6 | 3 | -4 | -7 | 0 | 0 | 4
O=C(O)Cc1ccc2[nH]c3ccc(CC(=O)O)cc3c2c1 | 0 | 1 | -1 | -0.5 | -5 | 23 | -2 | -3 | -7 | -3
CCOc1ccccc1NC(=O)NNS(=O)(=O)c1cc(OC)ccc1OC | -4 | -13 | 3 | 0.8 | -1 | 4 | -5 | 0 | 1 | -5
O=C(CN1C(=O)NC2(CCOc3ccccc32)C1=O)Nc1cccc(Cl)c1 (stereo unspecified) | -25 | 9 | -1 | -0.4 | -1 | 4 | 3 | 3 | 1 | 4
COc1ccc(C(=O)C(=O)N2CCN(c3ccccc3F)CC2)cc1 | 4 | -3 | 0 | 0.1 | 0 | 2 | -2 | 0 | 4 | 8

A second format for 9 compounds above:
SMILES	sPLA2-III inh	ASAP1 inh	UHRF1 binding	proKLK7 act	PLCg1 inh	Rev-erbA mod	PLC-beta3 inh	DDE Tn7 FP inh	ARFGAP1 inh	Tn6 DDE FP
CCOC(=O)N1CCC(NC(=O)CN2C(=O)C(CC)Oc3ccc(C)cc32)CC1 (stereo unspecified)	-7	-1	0	-0.2	6	0	5	0	-10	7
CCn1cc(S(=O)(=O)c2ccc(C)cc2)c(=O)c2cc(OC)ccc21	6	1	0	0.1	-3	6	-12	-4	3	-4
COC(=O)C1CCN(C(=O)COC(=O)C2CCN(S(=O)(=O)c3ccc4c(c3)OCCO4)CC2)CC1	-5	-10	-4	0.8	0	0	-5	-2	-9	0
CCOC(=O)C1(CC2CCCCO2)CCN(S(=O)(=O)c2ccc(C)s2)CC1 (stereo unspecified)	-1	2	1	0.4	1	-6	1	-7	8	2
COC(=O)c1cc(C(=O)NC(C)(C)CC(C)(C)C)cc([N+](=O)[O-])c1	5	-2	1	-0.6	3	-4	-7	0	0	4
O=C(O)Cc1ccc2[nH]c3ccc(CC(=O)O)cc3c2c1	0	1	-1	-0.5	-5	23	-2	-3	-7	-3
CCOc1ccccc1NC(=O)NNS(=O)(=O)c1cc(OC)ccc1OC	-4	-13	3	0.8	-1	4	-5	0	1	-5
O=C(CN1C(=O)NC2(CCOc3ccccc32)C1=O)Nc1cccc(Cl)c1 (stereo unspecified)	-25	9	-1	-0.4	-1	4	3	3	1	4
COc1ccc(C(=O)C(=O)N2CCN(c3ccccc3F)CC2)cc1	4	-3	0	0.1	0	2	-2	0	4	8

Screening results (PubChem BioAssay)
